# MITF TRPM1 inh = inhibitors of MITF-dependent TRPM1 promoter reporter, primary screen, cell-based, SK-MEL-5, single point, luciferase. SK-MEL-5 TRPM1 promoter luciferase, 24 h. inhibition, % at 12.5 µM. 330,000 compounds, 0.83% hits;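 active = mean inhibition across replicates of 60% or more, whatever share of single replicates reaches that level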; note: values of inactives mirror those of a sister screen read the other way
# iPSC survival up = enhancers of single-cell hiPSC survival, primary screen, ATPlite luminescence; AID 602274, 2012; 360,000 compounds, 0.044% hits; survival enhancement, % at 20 µM; 100% = ROCK inhibitor wells, 0% = DMSO; in the data active = survival enhancement above about 18%;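 note: cells exposed to compounds for 16 hours before the ATP read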
# PDI inh = inhibitors of human PDI, primary screen, biochemical, turbidity, single point, plate reader; Protein disulfide-isomerase (Homo sapiens), P07237; PDI insulin aggregation turbidity, A650, 90 min; inhibition, % at 10 µM; 350,000 compounds, 0.052% hits; AID 588391, 2011;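 active = mean inhibition across replicates of 30% or more, whatever share of single replicates reach that level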;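 note: absorbance from insulin aggregation driven by PDI reduction with DTT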
# Target sequence (P07237 whole entry, looked up): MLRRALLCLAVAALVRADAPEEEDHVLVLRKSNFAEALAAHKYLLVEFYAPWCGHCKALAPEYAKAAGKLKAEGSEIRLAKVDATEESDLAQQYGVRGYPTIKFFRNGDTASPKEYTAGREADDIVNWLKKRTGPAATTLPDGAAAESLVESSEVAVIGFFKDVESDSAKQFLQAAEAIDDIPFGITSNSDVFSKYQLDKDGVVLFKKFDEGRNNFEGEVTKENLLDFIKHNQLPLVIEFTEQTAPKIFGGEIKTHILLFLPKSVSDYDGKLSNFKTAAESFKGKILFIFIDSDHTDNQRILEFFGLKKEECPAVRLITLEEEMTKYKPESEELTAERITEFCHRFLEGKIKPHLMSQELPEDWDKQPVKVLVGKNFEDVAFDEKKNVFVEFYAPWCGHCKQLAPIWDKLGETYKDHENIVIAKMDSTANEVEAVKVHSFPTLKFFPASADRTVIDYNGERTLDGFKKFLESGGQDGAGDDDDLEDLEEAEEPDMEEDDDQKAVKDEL
# Peg3 prom inh = Peg3 promoter-driven luciferase inhibitors, primary screen, cell-based, HeLa, luciferase luminescence; HeLa PEG-Prom luciferase reporter, overnight; inhibition, % at 20 µM; 360,000 compounds, 1.7% hits; AID 588405, 2011;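 active = inhibition of at least 50% at 20 µM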
# NR2E3 ag-1 = inhibitors of NR2E3-RetCOR corepressor binding, primary screen, NR2E3 agonist project, biochemical, TR-FRET, GST-NR2E3, biotin-RetCOR | 1536-well | 320,000 compounds, 0.12% hits | inhibition of corepressor binding, % at 4.78 µM | AID 2300, 2010;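 active = percent inhibition above the cutoff of mean plus 3 SD of all tested compounds, set per screening campaign, cut at about 20% in these data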;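 note: 0% = DMSO wells and 100% = biotin wells as full block of FRET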
#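 Material: NR2E3–RetCOR corepressor complex / Incubation: Compound–protein incubation for 5 h at 4 °C / Dosing: compound at 4.8 µM, single dose / Detection: time-resolved FRET / Benchmarks: high control biotin, low control 0.6% DMSO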
# NR2E3 ag-2 = NR2E3 agonists in two-hybrid cells, primary screen, cell-based, luminescence, CHO-S, Gal4-NCOR/VP16-NR2E3. Photoreceptor-specific nuclear receptor (Homo sapiens), Q9Y5X4. luciferase. inhibition of corepressor binding, % at 3.98 µM. 360,000 compounds, 0.35% hits. AID 602229, 2012;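 active = inhibition above the mean of all tested compounds plus 3 SD, cut at about 70% in these data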;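 note: 0% = DMSO with NR2E3 transfected cells and 100% = cells lacking NR2E3 construct; higher means lower luciferase signal from less NR2E3 corepressor binding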
# CaV13 ICDI inh = Disruptors of the CACNA1D IQ motif to Ca2+-dependent inactivation inhibitor domain association, primary screening, Förster resonance energy transfer in intact living …; HEK cells, CFP/YFP FRET ICDI-IQ, plate reader, 10 min; percent FRET-ratio fall versus neutral wells; inhibition, % at 12.3 µM; 340,000 compounds, 0.098% hits;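 active = mean replicate inhibition of at least 30% and at least 1% of replicates passing that level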;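 note: 0% = median of the neutral control wells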
# HIF-2a block = HIF-2a reporter inhibitors, primary screen, luminescence, 786-0 RCC cells. AID 624352, 2012. 360,000 compounds, 0.72% hits. inhibition, % at 18.8 µM. 786-0 RCC cells HIF-2a reporter, luciferase luminescence, overnight;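 active = inhibition of the luminescence signal of 40% or more relative to plate controls, in a single-dose primary screen at 18.75 µM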
# m5-HT2A agonist = mouse Htr2a agonists via beta-arrestin recruitment, primary screen, cell-based, luminescence. activation, % at 7.6 µM. 5-hydroxytryptamine receptor 2A (Mus musculus), P35363. 360,000 compounds, 0.66% hits. CHO-K1 mHTR2A beta-arrestin complementation; percent of 30 µM serotonin response;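 active = activation above a run cutoff, the mean activation of all tested compounds plus 3 SD, cut at about 14% in these data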;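 note: 0% = plate median of compound wells and 100% = 30 µM serotonin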
# Target sequence (P35363 whole entry, looked up): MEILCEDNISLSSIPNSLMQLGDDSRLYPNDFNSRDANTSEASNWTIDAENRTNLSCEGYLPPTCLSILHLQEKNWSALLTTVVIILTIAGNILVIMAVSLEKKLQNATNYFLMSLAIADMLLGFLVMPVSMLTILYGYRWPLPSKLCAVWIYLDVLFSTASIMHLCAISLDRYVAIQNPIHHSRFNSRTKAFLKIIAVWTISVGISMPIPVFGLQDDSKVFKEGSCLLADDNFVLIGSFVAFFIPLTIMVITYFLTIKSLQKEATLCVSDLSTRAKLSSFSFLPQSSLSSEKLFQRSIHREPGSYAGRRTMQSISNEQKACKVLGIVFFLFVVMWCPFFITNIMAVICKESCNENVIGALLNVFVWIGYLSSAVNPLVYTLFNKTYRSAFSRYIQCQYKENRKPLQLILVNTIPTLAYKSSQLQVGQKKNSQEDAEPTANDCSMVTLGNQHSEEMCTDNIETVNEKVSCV
# Shn3 inh set2 = reduction of Shn3 3'UTR firefly luciferase signal, primary screen, Schnurri-3 inhibitor project, cell-based, Clone20 osteoblasts, set 2 | 360,000 compounds, 0.52% hits | Clone20 osteoblast Shn3 3'UTR firefly luciferase, 24 h | inhibition, % at 12.5 µM;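 active = mean inhibition of at least 75% with every replicate also reaching 75%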;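 note: 0% = median of neutral control wells and 100% = pilot-screen positive control compound; some compounds past the cut are filed as inactive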
# H9c2 protect = cardioprotection against H2O2-induced cell death, primary screen, uHTS, H9c2 cells, ATPLite luminescence; H9c2 cardiomyocytes, H2O2 injury protection, 2 h; protection from H2O2 cell death, % at 20 µM; 360,000 compounds, 0.63% hits;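 active = compounds giving at least 50% protection of heart cells from peroxide-induced death in the single-dose screen, raw or plate-pattern-corrected value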;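 note: 0% = DMSO wells with peroxide and 100% = DMSO wells without peroxide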
# * = called active by the depositor; . = not tested or not shown; & = joins results of further samples.
SMILES,MITF TRPM1 inh,iPSC survival up,PDI inh,Peg3 prom inh,NR2E3 ag-1,NR2E3 ag-2,CaV13 ICDI inh,HIF-2a block,m5-HT2A agonist,Shn3 inh set2,H9c2 protect
O=C(C1CCCN(Cc2ccc3c(c2)OCO3)C1)N1CCCC1 (stereo not given),-5,0.4,-12,7,3,-6,-2,11,1,9,12
CCOC(=O)C1CCCN(S(=O)(=O)c2cc3[nH]c(=O)c(=O)[nH]c3cc2C)C1 (stereo not given),-8,3.4,.,4,-1,-10,-2,8,1,-5,4
COc1ccc(CCn2nnnc2CN2CCN(C(=O)c3ccco3)CC2)cc1OC,3,-1.1,3,15,4,-15,-2,13,-2,12,-1
CC(C)[C@H](NC(=O)c1c(F)cccc1F)C(=O)Nc1cccc(Br)c1,-4,-0.4,0,9,-1,-4,-20,-9,3,10,5
Nc1c(C(=O)NC2CCCC2)c2nc3ccccc3nc2n1/N=C/c1ccco1,5,6.0,-8,-5,-1,7,.,0,1,3,50*
NNC(=O)C(Cc1c[nH]c2ccccc12)NC(=O)c1ccccc1 (stereo not given),7,-0.6,3,6,-3,5,-3,16,1,2,2
CCCc1noc2c1C(c1ccoc1)C(C#N)=C(N)N2 (stereo not given),8,2.2,-3,7,-1,3,-4,14,0,6,0
O=C(NCC1CCCO1)C(c1ccc(F)cc1)N(Cc1ccc(F)cc1)C(=O)Cn1nnc(-c2cccs2)n1 (stereo not given),8,4.1,-8,9,4,-21,-4,8,0,7,10
CC(=O)Nc1ccc2c(c1)N(C(=O)CN(C)C)c1ccccc1CC2,-6,0.4,6,11,1,-3,.,-8,3,-2,7
C[C@@H]1COC(=O)[C@@H](CC(=O)OC(C)(C)C)C/C=C\C[C@H](CC(=O)NCCO)C(=O)N1,-5,-2.7,-5,-40,.,-23,-11,-36,5,3,1
CCC(C(=O)NC(C)(C)C)N(Cc1cccs1)C(=O)CNS(=O)(=O)c1ccccc1 (stereo not given),12,0.6,0,-2,-3,-4,-17,0,-3,14,-2
COc1ccc(NC(=O)CCOc2ccccc2F)cc1S(=O)(=O)N1CCCCC1,-13,-1.6,-1,-14,.,18,-16,-3,-4,5,3
CC(=O)c1cccc(S(=O)(=O)N2CCN(c3nc4cc(C)cc(C)c4cc3C#N)CC2)c1,15,1.4,-5,19,1,-4,-4,12,-4,-8,-3
Nc1nonc1C(=O)N/N=C/c1cc2c(cc1[N+](=O)[O-])OCO2,15,-0.3,-12,-11,3,-10,-7,-17,-4,-3,-1
Cc1c(Cl)cccc1NC(=S)NCCc1ccc(F)cc1,-8,-0.8,5,16,-1,-25,-8,-5,-1,2,-13
Cc1n[nH]c(=O)c2c(NC(=O)CSc3nncs3)oc(C)c12,-8,-0.2,-18,8,2,-17,-6,5,8,-15,1
CN(CCC#N)C(=O)CC1(Cc2ccccc2)CCOC(C)(C)C1 (stereo not given),10,0.0,-5,6,-3,4,-2,18,1,-2,7
CC1CCN(C(=O)COC(=O)c2ccc(N3CCCC3=O)cc2)CC1,-5,-1.7,-5,6,5,-16,-6,6,5,-8,3
CCCCNc1c(-c2cccc(SC3CCCCC3)c2)nc2ccc(Cl)cn12,4,3.4&0.8,2,3,0,-10&9,-13&-11,-6&-34,9&-3,-2,-12
CC1CCCN(C(=O)Cn2c(=O)oc3cc(S(=O)(=O)N4CCCCC4C)ccc32)C1 (stereo not given),.,2.6,6,9,.,-9,-5,17,9,2,-13
O=C(Cn1cnc2c(cnn2-c2ccccc2)c1=O)c1ccc(Cl)cc1,-11,0.1,1,-2,1,-10,-6,-16,-4,-4,-12
Cc1noc(C)c1COc1ccccc1C(=O)N1CCN(S(=O)(=O)c2ccccc2C(F)(F)F)CC1,2,-0.4,8,7,1,8,-7,22,-4,23,9
O=C(c1ccc(C(=O)N2CCCc3ccccc32)nc1)N1CCCc2ccccc21,4,-2.0,11,10,0,-25,-8,-26,-1,-40,2
COC(=O)C1C(=O)c2c([nH]c(C(=O)OC3CCCC3)c2C)CC1C (stereo not given),-104,-1.4,3,-256,1,-196,.,-265,7,-67,-30
CC1(NC(=O)c2cc(Cl)nc3ccccc23)CCS(=O)(=O)C1 (stereo not given),-5,0.2,-19,11,0,-28,-6,3,-4,-5,2
CC1(C(=O)Nc2ccc3c(c2)OCCO3)CCN1Cc1ccccc1OC(F)F (stereo not given),.,-1.1,-6,9,.,-9,-7,4,-4,-13,-1
CCOC(=O)C1=C(CN2CCN(C(=O)c3ccco3)CC2)NC(=O)NC1c1ccc(C)cc1 (stereo not given),2,-0.4,-2,18,1,-12,-7,6,6,2,3
S=c1[nH]c(-c2cccs2)cn1-c1ccccc1,-14,0.8,3,-194,1,-77,-2,-204,0,-17,-4
O=C(N/N=C/c1c[nH]c2ccc(Br)cc12)c1ccccn1,-5,-2.2,-1,-20,-2,-81,-2,-101,-5,-5,-6
Cc1ccc(C(=O)N/C(=C/c2ccc(C(C)C)cc2)C(=O)NCCCN2CCOCC2)cc1,.,-0.4,-4,-1,0,-4,-20,6,1,9,-1
COC(=O)C1C(=O)C=C(N2CCOCC2)CC1(C)C (stereo not given),-4,-1.0,16,-6,-1,-27,.,2,3,-1,1
COC(=O)c1sc(NC(=O)CSc2nnnn2C)nc1C,-40,-0.4,8,-113,2,-98,-7,-119,8,-58,2
CCOc1ccc(CCNC(=O)Cn2c(-c3nonc3N)nc3ccccc32)cc1OCC,-8,1.8,-6,31,1,-13,-4,14,-1,30,-2
COCCCN1CN(S(=O)(=O)c2cccs2)c2nc3ccccc3nc21,-3,-0.4,-3,-7,1,-5,2,-55,1,-17,-1
Cc1ccc2c(CSc3nncs3)cc(=O)oc2c1,-16,-0.3,-2,-25,-1,-123,-7,-56,2,0,-3
COc1ccc(NC(=S)NCCCCCC(=O)C[N+](=O)[O-])cc1,-4,-2.5,8,-4,-1,-24,-3,-23,2,-11,-6
CCN(CC)S(=O)(=O)c1ccc(C(=O)OCC(=O)Nc2ccc(-c3nc4ccc(C)cc4s3)cc2)cc1,-2,-1.6,-58,-130,1,-145,-7,-136,7,-27,-22
COc1nc(NC2CCCCC2)nc(N2CCCCCC2)n1,-15,-0.9,-3,23,-1,-19,-4,27,-1,7,-14
O=C(Nc1nc(-c2ccc(F)cc2)cs1)c1ccc(N2C(=O)CCC2=O)cc1,27,-0.3,16,23,4,5,-6,4,1,-3,-8
Nc1c(C(=O)Nc2cccc(Cl)c2Cl)sc2nc(-c3cccnc3)ccc12,-17,-0.1,-3,-85,2,-1,-5,-128,-2,-22,5
CC(=O)Nc1cccc(-c2cc3nc(NCc4cccnc4)n(C)c(=O)c3s2)c1,.,-1.4,-1,-27,.,-32,-12,-51,4,-18,21
COC(=O)C[C@H]1c2cc(C(F)(F)F)ccc2S(=O)(=O)N1C1CCCCC1,2,1.0,-3,-104,3,-23,-5,10,0,-7,-5
COc1ccc(C)cc1S(=O)(=O)NCC(c1cccnc1)N1CCc2ccccc2C1 (stereo not given),0,-0.5,13,-6,4,14,-15,3,0,-21,-2
CCn1c(SCC(=O)OC)nnc1C1CCCCC1,-3,-1.1,-2,6,1,-20,.,4,-2,-15,7
Nc1nc(CN2CCN(c3cccc(Cl)c3)CC2)nc(N2CCCc3ccccc32)n1,11,4.7,1,1,0,13,-2,9,24*,12,21
CC(C)CC1C(=O)N(Cc2cn(CCC3OCCCO3)nn2)CCS(=O)(=O)N1Cc1ccc(-c2cccc(N(C)C)c2)cc1 (stereo not given),.,-0.9,10,-2,.,-37,-5,1,0,1,1
N#Cc1cc(-c2ccccc2)nc(NN)n1,-4,-0.1,3,2,-2,-11,-5,-11,-6,-18,17
COC(=O)/C=C1\N/C(=N\c2nc(C)cc(C)n2)N(c2ccccc2)C1=O,.,-0.2,-1,-3,-2,-1,-6,18,1,.,5
O=C(c1cc(-c2ccccc2)on1)N1CCN(Cc2ccc3c(c2)OCO3)CC1,8,1.1,5,5,3,11,-8,-4,-2,0,0
CC(=O)c1ccc(NC(=O)CCCN2C(=O)C(c3ccccc3)Oc3cccnc32)cc1 (stereo not given),-13,-0.5,-3,-7,-3,1,-3,6,-11,16,-2
COc1cc(NC(=O)c2ccc(F)cc2)ccc1NC(=O)c1cc2ccccc2o1,7,-0.6,-4,-22,4,-9,-20,7,3,17,-3
COc1ccccc1C(=O)NCCC(=O)NC1=NCCS1,10,-0.3,-3,-12,1,16,-3,7,8,0,9
Cc1ccc(CNc2ccc(N3C(=O)CCCC3=O)cc2[N+](=O)[O-])cc1,6,-0.7,-2,6,-2,-18,-5,2,1,-20,-4
CCOC(=O)C1=C(C)N(c2ccccc2)C(=O)C1,-20,-1.8,-1,6,-4,-2,-4,-2,1,-14,-2
COC(=O)c1c(NC(=O)CSc2nc3nc(C)cc(C)n3n2)sc(C)c1C,6,2.4,3,11,-4,6,3,23,-4,-1,6
CN(C)S(=O)(=O)N1CCC(n2nccc2NC(=O)CCc2ccccc2)CC1,-1,-0.6,17,-4,1,-16,-9,3,6,8,1
CCOC(=O)c1cc(-c2ccc(C)cc2)n(CCC(=O)NCCCOC)c1C,7,-0.3,-16,-8,2,-1,-4,8,8,8,2
c1cncc(-c2nc(-c3ccc4c(c3)OCO4)cs2)c1,-73,-3.3,3,-302,-3,-108,-2,-221,-7,-93,-18
FC(F)(F)c1ccccc1NC(=S)Nc1ccccc1,-8,2.2,2,0,-2,-21,-2,-5,7,11,-6

# Compound profiles, as listed above.
# CCOC(=O)c1cc(-c2ccc(C)cc2)n(CCC(=O)NCCCOC)c1C is listed as MITF TRPM1 inh = 7; iPSC survival up = -0.3; PDI inh = -16; Peg3 prom inh = -8; NR2E3 ag-1 = 2; NR2E3 ag-2 = -1; CaV13 ICDI inh = -4; HIF-2a block = 8; m5-HT2A agonist = 8; Shn3 inh set2 = 8; H9c2 protect = 2
# Cc1noc(C)c1COc1ccccc1C(=O)N1CCN(S(=O)(=O)c2ccccc2C(F)(F)F)CC1 is listed as MITF TRPM1 inh = 2; iPSC survival up = -0.4; PDI inh = 8; Peg3 prom inh = 7; NR2E3 ag-1 = 1; NR2E3 ag-2 = 8; CaV13 ICDI inh = -7; HIF-2a block = 22; m5-HT2A agonist = -4; Shn3 inh set2 = 23; H9c2 protect = 9
